Assay outcomes from PubChem.
APP 5'UTR act – activates APP 5'UTR luciferase reporter | SH-SY5Y APP 5'UTR luciferase reporter, luminescence; zero percent = DMSO vehicle wells | activation, % at 2 µM | 1% of 190,000 active | AID 1276;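 active = activation above a set limit, based on mean plus 3 SD of controls, cut at about 140% in these data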; note: values of inactives mirror those of a sister screen read the other way
bIAP activator – intestinal alkaline phosphatase (bovine) activation | purified bovine IAP, CDP-star luminescence, 30 min; active compounds read high; fold of DMSO-control signal, blank-subtracted | activation factor at 20 µM | 0.17% of 200,000 active;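 active = activation factor of 2 or more at 20 µM, a signal rise over negative controls twice the positive control's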
PMI activator – phosphomannose isomerase (human) activation; 0.005% of 190,000 active; activation factor at 20 µM; purified human PMI, coupled resazurin fluorescence, 20 min; active compounds read high; 1 = vehicle control, 0 substrate-free wells; P34949;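 active = activation factor of 2 or more at 20 µM, relative to plate controls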
Target sequence (P34949 whole entry, looked up): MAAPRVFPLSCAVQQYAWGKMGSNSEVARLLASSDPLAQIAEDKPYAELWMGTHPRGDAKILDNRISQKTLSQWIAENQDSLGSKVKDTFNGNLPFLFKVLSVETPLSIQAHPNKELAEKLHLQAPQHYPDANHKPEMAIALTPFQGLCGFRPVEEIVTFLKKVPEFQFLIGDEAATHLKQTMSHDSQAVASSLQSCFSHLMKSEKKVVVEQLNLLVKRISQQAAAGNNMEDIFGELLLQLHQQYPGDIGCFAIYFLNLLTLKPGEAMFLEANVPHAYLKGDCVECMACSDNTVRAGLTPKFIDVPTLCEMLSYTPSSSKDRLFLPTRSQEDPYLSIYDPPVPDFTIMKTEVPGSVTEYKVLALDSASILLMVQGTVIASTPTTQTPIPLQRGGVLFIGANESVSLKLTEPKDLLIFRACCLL
PMI act satM6P – increases human PMI activity with near-saturating mannose 6-phosphate. activation factor at 20 µM. P34949. coupled PMI enzyme assay, resazurin fluorescence, 20 min; active compounds read high; 1 = untreated enzyme, 0 = substrate-free blank. 0.34% of 190,000 active. AID 1216;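 active = activation factor of 2 or more at 20 µM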
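Test system: human phosphomannose isomerase with PGI, G6PDH, diaphorase coupling enzymes / Doses: 20 µM compound, 1% DMSO / Times: enzyme reaction with compound 20 min at room temperature / Measured by: Diaphorase-driven resazurin-to-resorufin fluorescence, excitation 544, emission 590 nm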
TNAP inh noacc – blocks human TNAP activity with no phosphate acceptor present | purified TNAP, CDP-star luminescence, 30 min | inhibition, % at 20 µM | 0.26% of 200,000 active | AID 1012;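 active = tissue-nonspecific alkaline phosphatase inhibition above about 50% at 20 µM in the single-dose screen, limit read from the data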;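 note: 0% = DMSO negative control and 100% = EDTA positive control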
Target sequence (P05186 whole entry, looked up): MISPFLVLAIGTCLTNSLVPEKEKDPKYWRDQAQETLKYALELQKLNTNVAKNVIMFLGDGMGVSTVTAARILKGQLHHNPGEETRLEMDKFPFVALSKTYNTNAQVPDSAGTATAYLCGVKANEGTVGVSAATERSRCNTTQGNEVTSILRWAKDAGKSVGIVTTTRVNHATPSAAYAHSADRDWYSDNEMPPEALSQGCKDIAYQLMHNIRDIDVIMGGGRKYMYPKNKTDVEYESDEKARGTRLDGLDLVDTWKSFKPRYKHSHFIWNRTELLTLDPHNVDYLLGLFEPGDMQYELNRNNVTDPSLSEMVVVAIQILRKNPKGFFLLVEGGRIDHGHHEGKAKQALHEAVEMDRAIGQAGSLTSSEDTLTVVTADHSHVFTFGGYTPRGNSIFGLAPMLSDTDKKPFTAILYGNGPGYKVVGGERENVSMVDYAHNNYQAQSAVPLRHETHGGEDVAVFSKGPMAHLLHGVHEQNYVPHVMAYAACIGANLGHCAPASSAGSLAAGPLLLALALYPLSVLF
TNAP act hi DEA – TNAP (human) activation, high acceptor. 200,000 tested, under 10 active. purified TNAP, CDP-star luminescence, 1 M DEA, 30 min; active compounds read high; 0 = EDTA background, 1 = DMSO-only activity. P05186. activation factor at 20 µM. AID 1136;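 active = activation factor at least 2 at 20 µM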
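Control set: EDTA negative control, DMSO positive control / Assay system: human TNAP / Quantity: TNAP 1/800 final / Evaluation: TNAP activation factor scaled between EDTA and DMSO control wells / Measured by: luminescent substrate turnover signal / Compound dosing: one dose, 20 µM / Times: 30 min enzyme reaction at room temperature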
FLuc inh counter – Photinus pyralis luciferase inhibition counter-screen. P08659. ATPLite firefly luciferase biochemical luminescence, 10 min. inhibition, % at 10 µM. 1.5% of 200,000 active;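 active = inhibition above about 50% when tested at 10 µM, limit read from the data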
FLuc act counter – firefly luciferase counter-screen for stimulation assays | ATPlite luciferase biochemical, luminescence, 10 min; 0 = ATP-free wells, 1 = DMSO control | 200,000 tested, under 10 active | activation factor at 10 µM;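 active = luciferase activation factor, scaled between plate controls, of at least 2 with compound at 10 µM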
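System: cell-free luciferase reagent; medium: PBS as buffer for the ATP substrate; doses: test compounds dosed from 2 mM stocks in 100% DMSO; incubation: 10 min, room temperature; measured by: luminescence from luciferase reaction; read-out: luciferase activation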
NF-kB expr up – compounds increasing NF-kB expression in human neuronal cells; NF-kB reporter expression; active compounds read high; fold change at 12.5 µM; 1.6% of 190,000 active; in the data active = fold change above about 3.3
TNAP inh hiacc – blocks human TNAP under high phosphate acceptor concentration | 0.03% of 200,000 active | inhibition, % at 20 µM | P05186 | purified TNAP, CDP-star luminescence, 1 M DEA;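 active = over 50% inhibition of tissue-nonspecific alkaline phosphatase at 20 µM in the single-dose screen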;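 note: plate controls were DMSO wells for no effect and EDTA-quenched wells as full inhibition for full effect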
Active calls of the source: *; . = not tested or not shown.

Compound | APP 5'UTR act | bIAP activator | PMI activator | PMI act satM6P | TNAP inh noacc | TNAP act hi DEA | FLuc inh counter | FLuc act counter | NF-kB expr up | TNAP inh hiacc
CCn1c(C)nc2cc(C(=O)NNC(=S)Nc3ccccc3Cl)ccc21 | 77.3 | 1.2 | 0.8 | 0.9 | -140.0 | 1 | 25.7 | 0.7 | 0.77 | -4.5
O=C(CCn1c2c(c3ccccc31)CCCC2)NNC(=O)c1ccccc1Cl | 1.2 | 1 | 0.9 | 0.9 | -73.0 | 1 | -2.7 | 1 | 1.01 | 3.6
CN(C(=O)C1CCN(S(=O)(=O)c2cccs2)CC1)C1CCCCC1 | 17.2 | 0.8 | 1 | 1 | -10.0 | 1 | -6.4 | 1.1 | 1.14 | -2.2
O=C(CNC(=O)c1cccs1)N/N=C/c1ccco1 | 9.7 | 1 | 1.1 | 1.1 | -4.0 | 1.1 | 3.9 | 1 | 1.06 | -6.7
CCOC(=O)c1[nH]c(C)c(C(=O)OCC(=O)N2c3ccccc3CC2C)c1C (stereo not drawn) | -7.1 | 1 | 1.1 | 1 | 5.0 | 1 | -7.6 | 1.1 | 1.11 | -3.8
Cc1cccc(OCCCSc2nc3ccccc3[nH]2)c1 | -0.6 | 1 | 0.8 | 0.9 | -27.4 | 1 | -3.8 | 1 | 0.89 | -4.1
Cc1cc(C(=O)CSc2nnc(-c3ccccc3F)o2)c(C)n1Cc1cccs1 | 13.6 | 0.9 | 0.9 | 0.8 | -9.0 | 1 | -2.8 | 1 | 0.83 | -4.2
COc1ccc(/C=N/NC(=O)c2ccc(N(C)S(=O)(=O)c3ccccc3)cc2)c(OC)c1 | -14.2 | 1.3 | 1.1 | 1 | 3.4 | 1.1 | -7.7 | 1.1 | 0.91 | -13.7
CCOc1ccc(C(=O)NCc2cccs2)cc1 | . | 0.8 | 1.1 | 1 | -16.4 | 1.1 | 13.1 | 0.9 | 1.73 | -6.3
CCOCCCN1C(=O)CN(C2CCCCCC2)C(=O)C1c1ccc(OC)cc1 (stereo not drawn) | 18.6 | 1 | 0.9 | 0.9 | -13.0 | 1.1 | -1.1 | 1 | 1.27 | -7.5
Cc1ccnc(NC(c2cccnc2)c2ccc3cccnc3c2O)c1 (stereo not drawn) | -6.8 | 1.3 | 0.8 | 0.8 | -19.9 | 1.1 | -2.3 | 1 | 1.06 | -6.4
Cn1nc(OCCOc2ccccc2)ccc1=O | 20.5 | 0.9 | 1.1 | 0.9 | 7.2 | 1 | -6.1 | 1.1 | 1.16 | -4.8
O=C(Nc1nc(-c2cccs2)cs1)C1=COCCO1 | 87.8 | 0.9 | 0.9 | 0.9 | -5.0 | 1 | 32.3 | 0.7 | 3.6* | 2.5
CC(=O)NC1C(=O)N=C(SCC(=O)Nc2ccc(C(F)(F)F)cc2Cl)NC1=O (stereo not drawn) | 0.1 | 1 | 1.1 | 1 | -11.4 | 1 | -4.3 | 1 | 1.01 | -2.1
S=C(Nc1ccccc1)Nc1cc(Cl)ccc1Oc1ccccc1 | -1.6 | 0.9 | 0.9 | 0.9 | -9.5 | 1.1 | -3.1 | 1 | 1.17 | -6.1

Structural class, the entries above containing an NH in an aromatic ring
Compound | APP 5'UTR act | bIAP activator | PMI activator | PMI act satM6P | TNAP inh noacc | TNAP act hi DEA | FLuc inh counter | FLuc act counter | NF-kB expr up | TNAP inh hiacc
CCOC(=O)c1[nH]c(C)c(C(=O)OCC(=O)N2c3ccccc3CC2C)c1C (stereo not drawn) | -7.1 | 1 | 1.1 | 1 | 5.0 | 1 | -7.6 | 1.1 | 1.11 | -3.8
Cc1cccc(OCCCSc2nc3ccccc3[nH]2)c1 | -0.6 | 1 | 0.8 | 0.9 | -27.4 | 1 | -3.8 | 1 | 0.89 | -4.1

Random excerpt: three compounds from above.
Compound | APP 5'UTR act | bIAP activator | PMI activator | PMI act satM6P | TNAP inh noacc | TNAP act hi DEA | FLuc inh counter | FLuc act counter | NF-kB expr up | TNAP inh hiacc
CC(=O)NC1C(=O)N=C(SCC(=O)Nc2ccc(C(F)(F)F)cc2Cl)NC1=O (stereo not drawn) | 0.1 | 1 | 1.1 | 1 | -11.4 | 1 | -4.3 | 1 | 1.01 | -2.1
Cn1nc(OCCOc2ccccc2)ccc1=O | 20.5 | 0.9 | 1.1 | 0.9 | 7.2 | 1 | -6.1 | 1.1 | 1.16 | -4.8
S=C(Nc1ccccc1)Nc1cc(Cl)ccc1Oc1ccccc1 | -1.6 | 0.9 | 0.9 | 0.9 | -9.5 | 1.1 | -3.1 | 1 | 1.17 | -6.1

(cont.)
Compound | APP 5'UTR act | bIAP activator | PMI activator | PMI act satM6P | TNAP inh noacc | TNAP act hi DEA | FLuc inh counter | FLuc act counter | NF-kB expr up | TNAP inh hiacc
O=C1c2ccccc2C(=O)c2c1cccc2N1CCOCC1 | 13.0 | 0.8 | 0.9 | 0.8 | 9.7 | 0.9 | 5.5 | 0.9 | 0.59 | 11.9
CN(C(=O)c1ccncc1)C1CC(C)(C)N(O)C(C)(C)C1 | 6.3 | 1 | 0.7 | 0.8 | -12.1 | 1.1 | 0.5 | 1 | 1.07 | -7.7
Cn1nnnc1SCC(=O)NC(C)(C)C | -8.4 | 0.9 | 1 | 1 | -0.2 | 1.1 | -7.6 | 1.1 | 1.19 | -6.6
Cc1[nH]c2ccccc2c1C(=O)COC(=O)c1cccc(S(=O)(=O)N2CCCCC2)c1 | -6.8 | 1.3 | 0.9 | 0.9 | -6.7 | 1.1 | -5.1 | 1.1 | 0.93 | -6.9
COC(=O)C(N)Cc1ccc(O)cc1 (stereo not drawn) | -8.8 | 1 | 1 | 1 | -6.3 | 1 | -4.1 | 1 | 1.32 | -2.2
COc1cccc(-n2nnnc2SCC(=O)Nc2ccc3c(c2)OCCO3)c1 | 1.1 | 0.9 | 1 | 1 | -10.4 | 1.1 | -8.0 | 1.1 | 1.42 | -6.3
Cc1ccc(-c2nc(CSCC(=O)Nc3cc(C)on3)c(C)o2)cc1 | -12.9 | 0.9 | 0.9 | 0.8 | -12.4 | 1 | -1.4 | 1 | 1.21 | -4.0
COc1ccc(CCNC(=O)CSc2nnc(CNC(=O)c3ccco3)o2)cc1OC | -12.3 | 1 | 1.1 | 1 | -16.5 | 1 | -4.7 | 1 | 1.06 | -1.4
Cc1ccc(NC(=O)COC(=O)CCC(=O)c2ccc(C(C)(C)C)cc2)c([N+](=O)[O-])c1 | -13.8 | 1.1 | 1 | 0.9 | 8.0 | 1 | -2.0 | 1 | 1.38 | -0.8
COc1ccc(C)cc1NC(=O)C(OC(=O)C1CC1)c1ccccc1 (stereo not drawn) | 12.6 | 1 | 1 | 1 | -19.9 | 1 | -4.4 | 1 | 1.03 | -3.3
CN(NC(=O)C1CC(=O)N(c2ccccc2)C1)C1=NS(=O)(=O)c2ccccc21 (stereo not drawn) | 3.4 | 1 | 1 | 0.9 | -12.7 | 1 | -4.0 | 1 | 1.34 | -4.0
Cc1ccc(-c2nn(CCC(=O)O)cc2CCC(=O)O)cc1 | 26.3 | 0.9 | 1 | 1.1 | -17.8 | 1.1 | -8.6 | 1.1 | 1.3 | -7.4
CCCCc1c(C)nc2c(OC)cccc2c1SCCC(=O)O | 17.1 | 0.9 | 1.4 | 1.3 | -3.1 | 1 | 3.8 | 1 | 1.07 | -1.5
FC(F)(F)c1ccc(N2CCOCC2)c(NC2=NCCCCC2)c1 | 0.1 | 1.1 | 1 | 1 | -8.3 | 1 | -0.9 | 1 | 1.09 | -0.6
CSc1nc2ccccc2cc1/C=C(\C#N)c1cccc(C)c1 | 5.7 | 0.8 | 1 | 1 | -10.0 | 1 | -9.1 | 1.1 | 1.08 | -3.6
CC(=O)Nc1nc2ccc(C(=O)NC3CCCCC3)cc2s1 | -2.8 | 0.9 | 1.2 | 1.1 | -10.2 | 1 | -0.2 | 1 | 1.3 | -4.9
CC(Sc1ccccc1)C(=O)NN=C1CCN(C)CC1 (stereo not drawn) | 18.3 | 1 | 1.1 | 1.1 | -20.9 | 1.1 | -3.5 | 1 | 1.07 | -5.3
Cc1cc(NC(=O)CN2C(=O)NC(C)(CCc3ccccc3)C2=O)no1 (stereo not drawn) | 30.4 | 1.1 | 0.9 | 0.9 | -3.0 | 1 | -5.0 | 1.1 | 0.99 | -4.3
Cc1sc2c(c1C)c(=O)n(-c1ccc(Cl)cc1)c(=O)n2Cc1cc(=O)n2ccccc2n1 | 7.4 | 1 | 0.9 | 1 | -35.2 | 1 | -5.5 | 1.1 | 1.16 | -4.6
N=c1n(CCN2CCCC2)c2ccccc2n1CC(O)c1ccco1 (stereo not drawn) | 5.9 | 0.9 | 0.9 | 1 | -8.7 | 1 | -4.7 | 1 | 1 | -1.1
CNC(=O)c1nc(C)n(-c2ccc(Cl)cc2Cl)n1 | -16.1 | 1.1 | 1 | 1 | -8.6 | 1 | -3.4 | 1 | 0.86 | -2.6
CC(C)CC(NC(N)=O)C(=O)Nc1ccc(Cl)c(Cl)c1 (stereo not drawn) | 17.3 | 1 | 1 | 1 | -8.2 | 1.1 | -7.4 | 1.1 | 1.17 | -5.3
N#CC1(c2ccccc2)CCCN1C(=O)c1ccccc1Br (stereo not drawn) | -9.3 | 0.9 | 1.1 | 1.1 | -4.8 | 1 | -7.7 | 1.1 | 1.18 | -4.6
CCOc1ccc(C(=O)NC2CCN(CC(=O)NCc3cccs3)CC2)cc1 | 9.9 | 1 | 1 | 1.1 | -4.7 | 1 | -3.3 | 1 | 1.08 | -2.3
N#Cc1nc(-c2ccco2)oc1NCc1ccc(F)cc1 | -6.6 | 0.8 | 1 | 1 | -10.3 | 1 | -7.6 | 1.1 | 1.02 | -3.4
CC(=O)c1c(C)n(C)c2ccc(OC(=O)c3ccc([N+](=O)[O-])cc3)cc12 | 12.3 | 1.2 | 0.9 | 0.9 | -18.1 | 1.1 | -0.1 | 1 | 0.81 | -6.9
CC(=O)N1CCOCCOCCN(C(C)=O)CCOCC1 | 7.8 | 1.2 | 1 | 1 | -1.7 | 1 | 12.3 | 0.9 | 1.05 | -0.8
Cc1cc(OCC(=O)NCCO)cc(C)c1Cl | 21.7 | 0.9 | 0.9 | 0.9 | -12.1 | 1.1 | -3.4 | 1 | 0.91 | -6.7
O=C1CNC(=O)N1CC(O)Cn1c2ccccc2c2ccccc21 (stereo not drawn) | -2.6 | 1 | 0.9 | 1 | -20.2 | 1.1 | -9.0 | 1.1 | 1.51 | -5.4
COc1cc(C(=O)N/N=C2\CCS(=O)(=O)c3ccc(F)cc32)cc(OC)c1OC | 15.7 | 1 | 1.1 | 1.1 | -8.1 | 1.1 | -4.5 | 1 | 0.77 | -5.3
Cn1c(CN2CCOCC2)nnc1SCC(=O)NCCc1ccccc1 | 9.4 | 0.9 | 0.9 | 1 | -12.2 | 1 | -6.2 | 1.1 | 1.42 | -3.6
COC(=O)Cn1c(=NC(=O)c2ccc(Cl)s2)sc2cc(C)ccc21 | 102.1 | 0.5 | 1.1 | 1.1 | -4.0 | 1.1 | 39.9 | 0.6 | 1.47 | -6.8
Fc1cccc(Cn2ccc(-c3ccc4c(c3)OCO4)n2)c1 | . | 0.4 | 0.8 | 0.8 | -7.5 | 1 | 4.4 | 1 | 2.32 | 1.0

Not a hit list; 3.6% or so of the library scored in one or more.
